# MC4R antag cAMP = antagonists of human melanocortin 4 receptor (MC4R); AID 540295; MC4R-expressing cells, MTII-stimulated cAMP, LANCE TR-FRET; 0.48% of 360,000 active; inhibition, % at 6.5 µM; P32245;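 active means inhibition above its plate's cutoff, the mean of tested wells on that plate plus 3 SD, cut at about 29% in these data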;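 further: 0% = Melanotan II alone and 100% = Melanotan II plus saturating MCL0020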
#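 Material: U2OS-MC4R stable cell line | Reagent: Melanotan II challenge after compound preincubation | Doses: One concentration, 6.5 µM nominal | Incubation: 30-min compound preincubation, 1-h Melanotan II challenge, 1-h detection, room temperature | Signal: TR-FRET cAMP assay | Replicates: One well per compound, no replicates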
# SRC3 inh = human NCOA3 inhibition; inhibition, % at 3.6 µM; 0.17% of 360,000 active; AID 588352; HEK293 GAL4-SRC3 luciferase reporter, luminescence;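 active means inhibition above a per-campaign cutoff, the mean of all compounds plus 3 SD, cut at about 60% in these data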;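 further: 0% = DMSO-treated cells and 100% = gossypol-treated cells at 36 µM; higher means less SRC3-driven luciferase light from the GAL4 reporter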
# NR5A2 inv ag = NR5A2 inverse agonism in reporter assay; O00482; HEK293T StAR-luciferase reporter, LRH-1 transfected, 24 h; inhibition, % at 3.6 µM; 0.13% of 360,000 active; AID 602396;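 active means inhibition above the mean inhibition of all tested compounds plus 3 SD, cut at about 73% in these data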;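 further: 0% = DMSO wells and 100% = reporter-only cells lacking LRH-1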
# Target sequence (O00482 whole entry, looked up): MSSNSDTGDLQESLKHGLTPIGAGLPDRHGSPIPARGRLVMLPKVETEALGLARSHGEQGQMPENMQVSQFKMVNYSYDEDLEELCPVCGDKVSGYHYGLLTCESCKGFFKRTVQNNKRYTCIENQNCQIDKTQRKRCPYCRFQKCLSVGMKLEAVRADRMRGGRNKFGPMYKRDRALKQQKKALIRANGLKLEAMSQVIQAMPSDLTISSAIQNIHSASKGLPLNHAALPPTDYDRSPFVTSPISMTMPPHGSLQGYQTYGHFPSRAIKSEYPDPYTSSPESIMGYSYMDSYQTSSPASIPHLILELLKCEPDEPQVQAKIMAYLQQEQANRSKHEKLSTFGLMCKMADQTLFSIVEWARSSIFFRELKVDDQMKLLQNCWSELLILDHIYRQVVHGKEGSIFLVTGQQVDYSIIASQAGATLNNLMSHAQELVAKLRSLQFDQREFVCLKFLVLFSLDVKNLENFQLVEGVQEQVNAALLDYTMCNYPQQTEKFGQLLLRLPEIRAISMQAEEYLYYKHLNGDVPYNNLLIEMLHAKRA
# MC4R barr agon = agonists of human melanocortin 4 receptor (MC4R) beta-arrestin; P32245; U2OS MC4R beta-arrestin complementation, luminescence; percent of melanotan II response, DMSO zero; activation, % at 8.9 µM; 0.98% of 360,000 active; AID 540308;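 active means activation above a per-plate cutoff, the mean activation of sample wells on that plate plus 3 SD, cut at about 8% in these data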
# ABHD5 PLIN5 PPI = blocks binding of human ABHD5 to perilipin-5. Split G. princeps luciferase complementation, luminescence, 4 h. inhibition, % at 4 µM. 0.78% of 360,000 active;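 active means inhibition above the mean inhibition across every tested compound plus 3 SD, cut at about 22% in these data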;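 further: 0% = DMSO only wells and the 100% control is not disclosed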
# SRC1 inh = inhibits human SRC1 coactivator. HEK293 GAL4-SRC1 luciferase reporter, luminescence. inhibition, % at 3.6 µM. 0.12% of 360,000 active;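 active means inhibition above the campaign mean plus 3 SD, with each screening campaign given its own cutoff, cut at about 60% in these data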;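 further: 0% = DMSO treated cells and 100% = gossypol at 36 µM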
# NOD2-RIPK2 inh = blocks binding of human NOD2 to RIPK2; CHO BLA complementation NOD2-RIPK2, CCF4 ratio; 0.38% of 360,000 active; inhibition, % at 4.98 µM; in the data active means inhibition above about 21%;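 further: 0% = vehicle only and 100% = reference blocker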
# EBV LMP1 NFkB = inhibitors of Epstein-Barr LMP1-induced NF-kappaB reporter. 0.69% of 350,000 active. inhibition, % at 12.5 µM. LMP1-induced NF-kappaB luciferase reporter cells, luminescence; in the data active means inhibition above about 41%;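 further: 0% = neutral control wells and 100% = reference inhibitor control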
# TLR9-MyD88 block = blocks human TLR9 binding to MyD88; inhibition, % at 4.98 µM; Q9NR96+Q99836; 0.21% of 340,000 active; CHO BLA complementation TLR9-MyD88, CCF4 FRET ratio; AID 504734;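 active means inhibition above the mean over all tested compounds plus 3 SD, cut at about 21% in these data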;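 further: 0% = DMSO only wells and 100% = clavulanate BLA inhibitor control wells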
# NCOA2 inhibitor = inhibits human steroid receptor coactivator 2; HEK293 GAL4-SRC2 luciferase reporter, luminescence; inhibition, % at 9 µM; Q15596; 0.17% of 370,000 active;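 active means inhibition above the mean inhibition of all tested compounds plus 3 SD, set per campaign, cut at about 52% in these data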;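 further: 0% = DMSO treated cells and 100% = cells given Gossypol at 36 µM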
# NR2F2 inh = NR2F2 (human) inhibition, primary screen | P24468 | HEK293T NGFI-A luciferase reporter, luminescence | inhibition, % at 8.6 µM | 0.7% of 370,000 active | AID 686940;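 active means inhibition above a per-plate cutoff, mean inhibition of test wells between control levels plus 3 SD, cut at about 38% in these data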;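 further: cells cotransfected with COUP-TFII expression vector driving the NGFI-A reporter; 0% = median of COUP-TF2 test wells and 100% = reporter-only cells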
# Target sequence (P24468 whole entry, looked up): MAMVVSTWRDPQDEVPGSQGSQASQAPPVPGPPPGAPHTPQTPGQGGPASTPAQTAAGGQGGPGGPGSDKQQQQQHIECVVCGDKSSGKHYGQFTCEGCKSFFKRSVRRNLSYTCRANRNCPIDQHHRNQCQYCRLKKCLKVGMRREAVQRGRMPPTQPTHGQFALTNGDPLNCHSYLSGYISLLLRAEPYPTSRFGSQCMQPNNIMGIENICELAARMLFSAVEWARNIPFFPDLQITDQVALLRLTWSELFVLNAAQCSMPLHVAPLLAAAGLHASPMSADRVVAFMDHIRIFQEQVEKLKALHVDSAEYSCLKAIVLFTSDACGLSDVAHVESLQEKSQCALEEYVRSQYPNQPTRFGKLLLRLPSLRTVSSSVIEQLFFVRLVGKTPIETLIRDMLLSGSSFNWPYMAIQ
# Numbers without * were called inactive; x = no result given. The list is partial, so the mix of outcomes need not match the whole.
SMILES,MC4R antag cAMP,SRC3 inh,NR5A2 inv ag,MC4R barr agon,ABHD5 PLIN5 PPI,SRC1 inh,NOD2-RIPK2 inh,EBV LMP1 NFkB,TLR9-MyD88 block,NCOA2 inhibitor,NR2F2 inh
CCn1nc(C(=O)OCC(=O)c2c[nH]c3ccccc23)c2ccccc2c1=O,3,7,31,-1.9,9,-26,10,-30,7,-15,11
O=C(CN(Cc1ccccc1Cl)C(=O)c1ccc(CN2CCOCC2)o1)NCc1ccccc1,11,23,9,0.8,1,9,-3,-12,-3,-31,15
O=C(CCN1C(=O)COc2ccccc21)N1CCCCC1,2,8,5,0.1,-2,-18,-12,-1,-4,-30,-5
Cc1ccc(-n2nc(CC#N)c(C#N)c2N)cc1,3,16,9,-0.8,5,-2,-4,-22,0,2,4
COc1ccc(OC)c(-n2c(-c3ccc(C)cc3)n[nH]c2=S)c1,1,-3,-16,-0.4,-10,-4,-6,-13,17,-3,2
O=C(C1CCCO1)N1CCN(C(=S)Nc2ccc(Cl)c(Cl)c2)CC1 (configuration not stated),3,12,10,1.0,-2,9,-8,3,5,1,-8
Cc1ccc(NC(=O)c2snc3ccc(Cl)cc23)cc1C,10,-36,-69,0.9,1,-83,-5,7,-5,-52,-32
CCOc1c(Cl)cc(CNc2nnnn2C)cc1OC,0,2,7,-2.3,1,-1,4,3,-5,8,14
[N-]=[N+]=NC1C[C@H](n2ccc(=O)[nH]c2=O)O[C@@H]1CO (some centres not stated),19,-22,7,-0.3,-8,-11,3,-3,1,14,4
CCc1cc(=O)oc2c3c(cc(OCC(=O)NCc4cccnc4)c12)OC(C)(C)CC3,5,10,16,-2.3,6,-28,13,3,-7,4,20
CCOC(=O)N1CCN(CC(O)COCC2=CCC3CC2C3(C)C)CC1 (configuration not stated),-11,-9,-12,3.7,-10,4,2,3,-17,-1,18
CCOC(=O)CCNC(=O)Nc1ccc2nc(C)n(Cc3ccc(Cl)cc3)c(=O)c2c1,-1,-12,-6,-1.3,1,3,0,-4,2,-10,5
CC[C@H](C)[C@@H](COC=O)NC(=O)[C@H]1O[C@@H](n2ccc(N)nc2=O)[C@H](O)[C@@H]1O,x,11,-6,x,-3,-8,0,x,x,0,-2
O=C(O)/C=C/c1cccc(NS(=O)(=O)c2ccccc2)c1,2,18,11,-0.1,1,17,-5,-1,-3,-16,-1
O=c1c(Cl)c(N2CCOCC2)cnn1-c1ncc(C(F)(F)F)cc1Cl,6,-4,-1,0.9,4,5,0,3,2,-7,3
CC(C)c1ccc(NS(=O)(=O)c2ccc(N3C(=O)CCC3=O)cc2)cc1,4,9,7,0.5,5,10,-10,0,-3,12,-6
NC(=S)N=Nc1c(O)n(C2OC(=O)c3ccccc32)c2ccccc12 (configuration not stated),1,1,9,-0.6,2,0,-3,-6,4,-16,9
CC(C)c1ccc(CN2CCC(n3nccc3NC(=O)C3CCCC3)CC2)cc1,-5,8,10,1.5,-5,12,0,4,2,-3,6
CCc1cc(=O)oc2c(C)c(OC(C)C(=O)NC3CC(C)(C)NC(C)(C)C3)ccc12 (configuration not stated),-4,1,36,-2.6,-3,0,14,-1,-18,18,5
CCCNS(=O)(=O)c1ccc(-n2cnnn2)c(OC)c1,2,8,10,-2.5,0,-6,-8,-6,3,-29,1
O=C(O)C1CCCCC1C(=O)NC1C2CC3CC(C2)CC1C3 (configuration not stated),-7,-7,-2,0.3,-4,-82,-2,-5,3,5,-4
COc1cc2[nH]c(=S)n(CCN3CCOCC3)c(=O)c2cc1OC,6,12,0,-1.4,-5,-3,-9,0,5,-5,-10
Cc1ccc(NC(=O)CCc2c(C)nc3ncnn3c2C)cc1,7,10,11,-0.9,2,-11,-9,4,-3,10,-1
CCN(CC)S(=O)(=O)c1ccc(Cl)c(NC(=O)CSc2cccc[n+]2[O-])c1,3,-3,-8,0.1,2,-10,-4,-18,-10,11,-9
CC(C)[C@H](NC(=O)N1CC(=O)Nc2ccccc21)C(=O)N[C@H](Cc1ccccc1)C(=O)O,6,16,-12,-0.2,-1,-3,-3,1,2,6,6
CCOC(=O)CNC(=O)c1nn(-c2ccc(OCC)cc2)c(=O)c2ccccc12,7,-8,-23,-1.7,2,1,-5,-1,3,8,13
O=C(C1CCCN(Cc2cccc(Cl)c2)C1)N1CCCCC1 (configuration not stated),18,4,-3,0.4,1,11,0,-6,-7,3,-9
Cc1ccccc1-n1nc(-c2cccnc2)cc1C(=O)N/N=C/c1ccncc1,-2,19,-3,-2.9,4,10,-5,1,-3,9,-13
COc1ccccc1/C=N\NC(=O)c1c(C)nc2ccc(Cl)cn12,5,2,7,-0.6,3,-6,-13,1,-6,-5,1
CNC(=O)C(NC(=O)CNC(=O)c1ccc(Cl)cc1)C(C)(C)C (configuration not stated),4,7,-7,-1.2,-4,-1,-19,11,0,4,10
CCn1cc(Br)c(C(=O)Nc2ccc(C(=O)OC(C)C)cc2)n1,0,-8,-1,0.4,1,-19,-4,-5,2,-29,-7
CCOc1cccc(CNCc2cccnc2)c1OCc1ccccc1,-4,7,5,0.3,-3,0,-21,0,7,-4,-14
Cc1cc(C)cc(CC2CC(=O)N(c3ccc(Cl)cn3)C2=O)c1 (configuration not stated),11,5,12,0.1,-4,3,-11,-4,1,19,-13
O=C1CC(c2ccccc2)CC(O)=C1C=NCc1ccccc1 (configuration not stated),8,16,-6,-0.2,2,-2,1,5,8,-1,-21
Cc1ccc(NC(=S)NCc2ccccc2)cc1C,10,-15,14,0.5,-1,-6,1,-7,-1,-2,-14
C[C@H](NC(=O)[C@H]1N2C(=O)c3ccccc3C2SC1(C)C)C(=O)NCc1ccncc1 (some centres not stated),9,4,10,-1.8,-2,-14,-11,3,-1,-22,-23
COc1ccccc1NC(=O)CN(c1ccc([N+](=O)[O-])cc1)S(=O)(=O)c1ccccc1,-4,20,17,1.6,19,9,-14,-2,-7,5,-5
COc1ccc(-c2ccc3c(c2)c(Sc2ccccc2)c(-c2cc(OC)cc(OC)c2)n3C)cc1,x,x,-9,x,-6,x,-6,x,x,17,-6
Cc1cc(C)n2nc(C(=O)OCC(=O)c3ccc(F)cc3)nc2n1,-5,-24,-1,-0.3,8,-4,-3,-5,6,-2,3
CCn1nc(C(=O)OCc2c(C)noc2C)c2ccccc2c1=O,3,-6,-6,-0.2,9,-15,-5,-3,-7,9,8
COc1ccccc1-c1ccc(SCC(=O)NC2CCCCC2)nn1,1,2,18,-1.4,-4,0,1,5,1,16,20
CCN1C(=O)[C@H]2[C@@H](c3ccc(C)cc3)N3C(=O)N(c4ccc(C)cc4)C(=O)[C@@]3(Cc3ccc(Cl)cc3)[C@H]2C1=O,2,-7,-8,-1.4,-3,-16,0,1,-9,-28,-4
COc1cc2c(cc1OC)C(c1c(Cl)cccc1Cl)=NCC2,x,-50,-3,x,-6,-32,-5,x,x,22,72*
Cc1cccc(C)c1NC(=O)CN1CCN(CCCC(c2ccc(F)cc2)c2ccc(F)cc2)CC1,-1,-1,-5,1.7,3,6,17,-4,-3,-34,1
CCCCNC(=O)N1CCOCCOCCN(C(=O)NCCCC)CCOCCOCC1,-6,17,2,0.0,1,-7,-14,-4,6,3,8
CCN(CC)S(=O)(=O)c1cc(NS(=O)(=O)c2cccs2)ccc1C,8,10,17,-0.4,-2,-10,-16,-3,4,-12,10
CC(=O)N(c1ccccc1C)c1ccccc1C,5,11,-35,0.5,-12,4,-1,3,4,7,2
COc1ccc(OC)c(CN2CCN(C(=O)c3cccs3)CC2)c1,-1,-8,6,-0.1,-2,-12,-13,3,-5,-10,18
CCOC(=O)C1CCN(c2c([N+](=O)[O-])c(C(Cl)Cl)nn2-c2ccccc2)CC1,9,15,3,-0.4,-3,3,-3,-9,-5,-24,12
COC(=O)c1cc(OC)c(OC)cc1NC(=O)CSc1ccccc1,-3,-21,-3,1.9,3,11,-3,2,0,-18,12

# More entries:
SMILES,MC4R antag cAMP,SRC3 inh,NR5A2 inv ag,MC4R barr agon,ABHD5 PLIN5 PPI,SRC1 inh,NOD2-RIPK2 inh,EBV LMP1 NFkB,TLR9-MyD88 block,NCOA2 inhibitor,NR2F2 inh
O=C(NN=Cc1ccc2c(c1)CCC2)c1ccccc1[N+](=O)[O-],-1,-7,-1,-1.1,-1,4,-12,-7,3,-29,-19
CCOC(=O)Nc1ccc2c(c1)N(C(=O)C(C)N1CCCC1)c1ccccc1CC2 (configuration not stated),-2,18,-20,-3.0,9,6,1,-5,6,x,x
CCc1ccc(S(=O)(=O)Nc2ccc(-c3ccc4nncn4n3)cc2)s1,17,14,-5,-2.7,3,10,2,7,-5,-20,-17
CN(c1ccccc1)S(=O)(=O)c1cccc(NC(=O)CSc2nnc(C3CC3)n2C)c1,11,15,0,0.1,6,-2,-19,-12,-6,-4,19
O=C(CCc1ccccc1)N1CCN(c2ccccc2F)CC1,-2,18,13,-0.5,3,-3,-12,-1,-6,-46,22
COc1ccc(C2C3=C(CCCC3=O)N(CC(=O)O)C3=C2C(=O)CCC3)cc1,0,-19,-20,-1.2,-6,-9,-3,-6,-19,-26,-3
CC(=O)Nc1ccc(S(=O)(=O)/N=C2/NC(=O)/C(=C\c3ccco3)S2)cc1,-11,-35,-10,1.4,6,-12,-3,-5,-6,12,5
CCN(CC)CCCNC(=O)CCc1ccccc1,6,-3,13,-0.4,-1,-15,-2,0,-6,2,-13
CC(OC(=O)c1ccc(Cl)nc1)C(=O)NC1CCCC1 (configuration not stated),11,5,0,-3.4,3,-3,-8,3,-5,-3,-2
Cc1cc(C)c(C#N)c(N2CCN(CCOc3ccc(Cl)cc3)CC2)n1,-5,-2,13,-0.3,2,-23,-1,-7,-12,21,10
O=C(CSc1cn(CC(=O)N2CCCCC2)c2ccccc12)NCC1CCCO1 (configuration not stated),3,19,7,-1.3,-9,9,-8,-1,11,-14,-1
CC(=O)NC1C(Oc2cccc(C)c2)OC2COC(c3ccco3)OC2C1O (configuration not stated),8,9,-18,-2.2,-2,-17,-4,-9,-8,-10,-12
CCOC(=O)N1CCN(C(=S)NC(C)(C)C)CC1,16,13,8,1.4,-3,-2,-5,4,11,5,3
Cc1cccn2c(=O)c3cc(C(=O)N4CC(C)CC(C)C4)sc3nc12 (configuration not stated),-3,-2,24,0.4,-1,-3,-2,-10,1,5,-5
CCOc1ncccc1C(=O)NCCc1ccc(OC)cc1,-1,-23,9,-1.3,-7,15,1,2,-6,-30,15

# NR2F2 inh: hit marks shown above
SMILES,MC4R antag cAMP,SRC3 inh,NR5A2 inv ag,MC4R barr agon,ABHD5 PLIN5 PPI,SRC1 inh,NOD2-RIPK2 inh,EBV LMP1 NFkB,TLR9-MyD88 block,NCOA2 inhibitor,NR2F2 inh
COc1cc2c(cc1OC)C(c1c(Cl)cccc1Cl)=NCC2,x,-50,-3,x,-6,-32,-5,x,x,22,72*
